Bioassay records from PubChem.
KB-V1 cytotox: KB-V1 MDR subline cytotoxicity; Potency, µM (titrated, usually from 46.1 µM), inactives show at the top dose activity change, negative = cytotoxicity, usual class: cytotoxic; KB-V1 MDR cells viability, CellTiter-Glo, 72 h; 400,000 compounds, 3.4% hits; AID 1347076; further: potency means the concentration at half of the fitted maximal effect; on the % scale 0 is the no-effect control and ±100 the full control effect; nearly all actives have a fitted effect of over 60% in size
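Luminescent ATP read-out (CellTiter-Glo, 10 min) measures survival of drug-selected KB-V1 MDR cells after 72 h, 37 degrees C compound exposure. Medium: phenol-red-free DMEM, 10% FBS. Values from fitted concentration-response curves.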
KB-3-1 tox: kills parental KB-3-1 adenocarcinoma cells; KB-3-1 viability, CellTiter-Glo ATP luminescence, 72 h; Potency, µM (titrated, usually from 46.1 µM), for the others: at the top dose activity change, negative = cytotoxic, usual class: cytotoxic; 400,000 compounds, 1.4% hits; further: potency means the concentration at half of the fitted maximal effect; on the % scale 0 is the no-effect control and ±100 the full control effect; nearly all actives have a fitted effect of over 60% in size
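Cytotoxicity measured as CellTiter-Glo luminescence after 72 h at 37 C. Compound titrations were pinned onto drug-naive KB-3-1 parental adenocarcinoma cells grown in DMEM with 10% FBS, and normalized data fitted to concentration-response curves.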
MCF10A rereplic: induces DNA re-replication in MCF 10a normal breast cells; AID 624296; 350,000 compounds, 2.9% hits; MCF 10A DNA re-replication, Hoechst nuclear intensity, 48 h; Potency, µM (top dose mostly 46.1 µM), for the others: top-dose activity, positive = re-replication, most hits filed as activators; further: potency means the concentration at half of the fitted maximal effect; % of control where 0% means no effect; nearly all actives have a fitted effect of over 50% in size
ATXN2 expr inh: inhibitors of ATXN2 expression; HEK-293 ATXN2-luciferase reporter, luminescence, 24 h; Potency, µM (series often up to 57 µM), for the others: at the highest dose activity change, negative = inhibition, actives largely listed as inhibitors; 360,000 compounds, 0.72% hits; further: potency means the concentration at half of the fitted maximal effect; on the % scale 0 is the no-effect control and ±100 the full control effect; nearly all actives have a fitted effect of over 55% in size
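qHTS (up to 57 uM final) was run with 24 h compound exposure of reporter cells at 37 °C. Each well was multiplexed: SteadyGlo luminescence measured ATXN2-luciferase expression after a fluorogenic Gly-Phe-AFC viability readout (25 uM final).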
ATXN viability: viability counter-screen for ATXN expression inhibitors. Potency, µM (top dose mostly 56.7 µM), usual class: cytotoxic. AID 651635. S2 cells (HEK-293 line with an ATXN2-luciferase reporter) viability, CellTiter-Fluor protease fluorescence, 24 h. 400,000 compounds, 0.49% hits; further: potency means the concentration at half of the fitted maximal effect; nearly all actives have a fitted effect of over 40% in size
IL1B secr inh: inhibitors of inflammasome signaling (IL-1 beta secretion); AID 743279; THP-1 LPS/ATP IL-1B secretion, AlphaLISA, 16 h; stronger effect = lower value; activity change, % at 57.5 µM; 360,000 compounds, 4.7% hits; in the data active means activity change below about -50%; inconclusive means mostly about -30% to -49%; further: on the % scale 0 is the no-effect control and ±100 the full control effect
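Secreted IL-1B measured by AlphaLISA bead assay after 16 h compound exposure of THP-1 cells; compounds (final up to 57.5 uM) added 1 h before LPS (250 ng/mL) and ATP (1.25 mM) stimulation; lower signal means less secretion.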
SW480 rereplic: inducers of DNA re-replication in SW480 colon cancer cells; SW480 DNA re-replication, Hoechst DNA content imaging, 48 h; Potency, µM (series often up to 46.1 µM), for the others: at the highest dose re-replication activation, hits mostly activators; 340,000 compounds, 1.8% hits; AID 624297; further: potency means the concentration at half of the fitted maximal effect; % of control where 0% means no effect; nearly all actives have a fitted effect of over 55% in size
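250 cells/well; 23 nL cpd via pin tool; 48 hr, 37 C, 5% CO2; Hoechst 40 min; imager read of total nuclear intensity, ex 405/em 500-530 nm.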
HT1080 IDH1KD tx: kills HT-1080 cells with IDH1 knockdown; Potency, µM (doses to about 46.1 µM), without a hit: at the top dose activity, negative = toxicity, usual class: cytotoxic; HT-1080 IDH1 knockdown viability, ATP luminescence, 48 h; AID 686971; 360,000 compounds, 2% hits;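 further: potency means the concentration at half of the fitted maximal effect; 0% = DMSO wells and -100% = cell-free medium wells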
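IDH1KD HT-1080 cells, 750/well, RPMI + 5% FBS; compound pinned after 2 h settling; 48 h, 37 °C; CellTiter-Glo luminescence; % activity normalised to DMSO and no-cell wells; curves fitted, classed by r2 and efficacy.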
HT1080NT lethal: kills 2HG-producing HT-1080-NT fibrosarcoma cells; Potency, µM (series often up to 46.1 µM), without a hit: at the highest dose activity, negative = less viability, actives largely listed as cytotoxic; HT-1080-NT fibrosarcoma viability, CellTiter-Glo ATP luminescence, 48 h; 360,000 compounds, 1.6% hits;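 further: NT is the 2HG producing partner of a matched IDH1 knockdown line; potency means the concentration at half of the fitted maximal effect; 0% = DMSO-treated cells and -100% = media-only wells without cells; nearly all actives have a fitted effect of over 55% in size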
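Viability of the 2HG-overproducing fibrosarcoma line after 48 hours of compound exposure at 37 degrees C was determined by luminescence with CellTiter-Glo, and concentration-effect curves were then fitted and categorized.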
* marks the source's active call; other numbers are inactive results; i = inactive; ? = inconclusive; / = no result given; & = joins results of further samples; [ ] = remark or other dose. Unless noted, the call rests on the fitted dose curve; in most records, active means well fitted curve in the direction sought with a large enough effect; inconclusive means small, poorly fitted or top-dose-only effect, or another doubt; inactive means no such curve, though single readings can be large; an effect the other way counts as inactive or inconclusive.

Fields – KB-V1 cytotox, KB-3-1 tox, MCF10A rereplic, ATXN2 expr inh, ATXN viability, IL1B secr inh, SW480 rereplic, HT1080 IDH1KD tx, HT1080NT lethal
CC1=CCC2C(=O)N(C(C)c3ccccc3)C(=O)C2C1 (configuration not stated)
  -29%, -7%, 1%, -4%, i, -7, 1%, ?, 5%
O=C(OCc1nc2scc(-c3ccccc3)c2c(=O)[nH]1)c1cccc([N+](=O)[O-])c1
  -25%, -8%, 0%, 1%, i, 18, -3%, 4%, 4%
Cc1c(NC(=O)[C@@H](NC(=O)c2ccc(Cl)c([N+](=O)[O-])c2)C(C)C)c(=O)n(-c2ccccc2)n1C
  13%, -14%, 10%, -11%, i, -94*, -1%, 0%, -2%
Cn1c(=O)c2c(nc(CN3CCc4ccccc4C3)n2Cc2ccccc2)n(C)c1=O
  -23%, 12µM*, ?, -12%, i, -17, -1%, -24%, -17%
O=C(COc1ccc(S(=O)(=O)N2CCOCC2)cc1)NC1CCCC1
  ?, 8%, 5%, -10%, i, -9, 16%, 4%, 15%
O=c1oc(-c2cc3ccccc3o2)nc2sc3c(c12)CCCC3
  0%, 5%, -4%, 16%, i, 3, 2%, -11%, -5%
Cn1c(=O)c2[nH]c(NN=Cc3ccccc3)nc2n(C)c1=O
  1%, -2%, 7%, 33%, i, -6, ?, 6%, -1%
Cc1ccc(C)c(/C=C2\N=C(c3ccccc3F)OC2=O)c1
  1%, 3%, 0%, /, i, -13, 4%, 4%, 0%
Cc1ccc2[nH]c(C(=O)O)c(-c3ccccc3)c2c1
  3%, 1%, 9%, -7%, i, 22, -3%, 0%, -5%
CCOc1ccc2nc(SCC(=O)NC(=O)NCc3ccco3)sc2c1
  0%, -7%, ?, 8%, i, -4, -2%, -20%, -23%
C/C(=N/NC(=O)CNC(=O)c1cccs1)c1ccco1
  11%, 16%, 0%, -2%, i, 4, -10%, 13%, 19%
CC1CC(C)CN(C(=O)c2cc3ccccc3o2)C1 (configuration not stated)
  -19%, 28%, ?, 28%, i, -14, 3%, 21%, 10%
COc1ccc(C2c3cc(OC)c(OC)cc3CC3C(=O)OCC32)cc1OC (configuration not stated)
  ?, 0%, -21%, 1%, i, 59, -17%, -14%, -7%
CCOC(=O)C1=C(COC(=O)CCC(=O)c2ccc(C)cc2)NC(=O)NC1C (configuration not stated)
  9%, 3%, 6%, -1%, i, 2, -2%, 1%, 0%
C=CCN(C(=O)Nc1ccc2oc(C)nc2c1)c1ccccc1
  12%, 4%, -2%, 10%, ?, 28, -3%[9.22 µM], -8%, -1%
CN(CC(=O)Nc1c(Cl)cccc1Cl)CC(=O)N(C)C1(C#N)CCCCC1
  26%, 15%, 8%, -8%, i, -14, -11%, 0%, 3%
O=C(CSc1nc2ncc(Cl)cc2[nH]1)c1c[nH]c2ccccc12
  2%, 12%, 23µM*, -27%, i, -29, 25%, -5%, -9%
C=C(c1ccccc1)c1ccccc1N
  1%, 13%, 1%, -1%, i, 9, -6%, 0%, 0%
Nc1ccc(-c2sc(N)nc2-c2ccccc2)cc1
  -5%, -4%, -1%, -2%, i, -19, -10%, -2%, -1%
c1ccc(NCC2OCc3ccccc3CO2)cc1
  -1%, 13%, 8%, 37%, i, 7, -8%, 4%, -2%
Cc1cc(=O)[nH]c(N2CCCC2)n1
  26%, 2%, 6%, 3%, i, 6, -8%, 14%, 7%
Cc1nc(SCc2ccccc2)[nH]c(=O)c1CC(=O)OCC(C)C
  -10%, 4%, -17%, /, i, 19, -2%, 0%, 9%
Cc1cnc(C(=O)OCC(=O)N2CCc3ccccc3C2)cn1
  15%, -1%, ?, -7%, i, 4, 1%, 9%, -1%
Cc1cc2nc(C3CCCCC3)c(Cc3ccsc3)n2c(C)c1Br
  ?, ?, /, 6%, i, 70, /, ?, ?
CC(=O)c1ccc(NC(=O)c2ccc(N3C(=O)c4cccnc4C3=O)cc2)cc1
  4%, 11%, 2%, 9%, i, 2, -2%, -3%, 8%
COc1ccc(/C=C/C(=O)NC(=S)Nc2ccc(S(N)(=O)=O)cc2)cc1OC
  -1%, -21%, 0%, 21%, i, -5, -104%[inhibitor], 15%, 7%
S=c1[nH]nc(COc2ccccc2)n1/N=C/c1cccnc1
  -12%, 2%, 11%, -11%, i, 13, 0%, 11%, 0%
CS(=O)(=O)N(CC(=O)NCCSC1CCCCC1)c1ccccc1
  ?, 2%, -21%, -15%, ?, -20, 1%, 10%, -4%
Cc1ccc(NC(=O)COc2coc(CN3CCc4ccccc4C3)cc2=O)c(C)c1
  -27%, 8%, ?, -15%, ?, -9, -17%, -1%, -9%
CC1CCCC(C)N1C(=S)SCC(=O)O (configuration not stated)
  10%, 8%, 0%, /, i, -2, -9%, 11%, ?

Brought forward from above: 7 entries; new compounds follow.
Assay codes – A = KB-V1 cytotox; B = KB-3-1 tox; C = MCF10A rereplic; D = ATXN2 expr inh; E = ATXN viability; F = IL1B secr inh; G = SW480 rereplic; H = HT1080 IDH1KD tx; I = HT1080NT lethal
> Cc1cc2nc(C3CCCCC3)c(Cc3ccsc3)n2c(C)c1Br
  A: ?; B: ?; C: /; D: 6%; E: i; F: 70; G: /; H: ?; I: ?

> CC(=O)c1ccc(NC(=O)c2ccc(N3C(=O)c4cccnc4C3=O)cc2)cc1
  A: 4%; B: 11%; C: 2%; D: 9%; E: i; F: 2; G: -2%; H: -3%; I: 8%

> COc1ccc(/C=C/C(=O)NC(=S)Nc2ccc(S(N)(=O)=O)cc2)cc1OC
  A: -1%; B: -21%; C: 0%; D: 21%; E: i; F: -5; G: -104%[inhibitor]; H: 15%; I: 7%

> S=c1[nH]nc(COc2ccccc2)n1/N=C/c1cccnc1
  A: -12%; B: 2%; C: 11%; D: -11%; E: i; F: 13; G: 0%; H: 11%; I: 0%

> CS(=O)(=O)N(CC(=O)NCCSC1CCCCC1)c1ccccc1
  A: ?; B: 2%; C: -21%; D: -15%; E: ?; F: -20; G: 1%; H: 10%; I: -4%

> Cc1ccc(NC(=O)COc2coc(CN3CCc4ccccc4C3)cc2=O)c(C)c1
  A: -27%; B: 8%; C: ?; D: -15%; E: ?; F: -9; G: -17%; H: -1%; I: -9%

> CC1CCCC(C)N1C(=S)SCC(=O)O (configuration not stated)
  A: 10%; B: 8%; C: 0%; D: /; E: i; F: -2; G: -9%; H: 11%; I: ?

> CN(c1ccc(C(=O)Nc2cccnc2)cc1)S(C)(=O)=O
  A: 15%; B: -7%; C: -1%; D: 5%; E: i; F: 9; G: 0%; H: 5%; I: 3%

> CCOc1cc(/C=C2\SC(=N)N(c3nonc3N)C2=O)ccc1OCCN1CCOCC1
  A: -13%; B: 2%; C: 9%; D: /; E: ?; F: -29; G: 18%; H: -14%; I: 0%

> COC(=O)C1=C(C)N(Cc2ccccc2)C(=O)N[C@H]1c1ccc(Br)cc1
  A: -5%; B: -14%; C: ?; D: -23%; E: i; F: -54*; G: -8%; H: -6%; I: -9%

> O=C1C=C(c2ccc3cc[nH]c3c2)C[C@@H](c2ccc3c(c2)OCO3)C1
  A: -4%; B: -25%; C: 21µM*; D: -33%; E: ?; F: 2; G: ?; H: -80%; I: 18µM*

> COc1ccc(/C=N/NC(=O)CNC(=O)c2ccc(S(=O)(=O)N3CCOCC3)cc2)cc1OC
  A: 12%; B: 25%; C: -7%; D: -21%; E: i; F: 20; G: -1%; H: -1%; I: -2%

> CC(=O)N1CCN(S(=O)(=O)c2cccc(C(=O)NNC(=O)COc3ccc(F)cc3)c2)CC1
  A: -8%; B: 18%; C: -3%; D: -9%; E: i; F: 73; G: -3%; H: -10%; I: -3%

> O=C(CC1NCCc2ccccc21)Nc1ccc(Oc2ccccc2)cc1 (configuration not stated)
  A: ?; B: -7%; C: ?; D: -22%; E: i; F: -153*; G: ?; H: ?; I: ?

> CCOc1ccc(S(=O)(=O)Oc2ccc3ccccc3c2)cc1
  A: ?; B: ?; C: ?; D: 21%; E: i; F: -13; G: -1%; H: -18%; I: -7%

> CC(=O)O[C@H]1C[C@@]2(C)[C@@H](C[C@@H](O)[C@H]3[C@@]4(C)CC[C@@H](O)[C@@H](C)C4CC[C@@]32C)/C1=C(\CCC=C(C)C)C(=O)O (some centres not stated)
  A: 13%; B: 0%; C: 7%; D: 7%; E: i; F: 13; G: ?; H: 17%; I: ?

> O=C(CSc1nnc(NCc2ccccc2)s1)c1ccco1
  A: 1%; B: 6%; C: 11%; D: 13%; E: i; F: 8; G: -9%; H: 12%; I: 8%

> CCN(CC)CCCNC(=O)CCC(=O)NNc1nc2ccccc2c2nc(C)nn12
  A: 0%&17%; B: 3%&-3%; C: -3%; D: 6%&-13%; E: i; F: 21; G: -3%; H: 8%; I: 3%

> Cc1cccc(OCC(=O)NNC(=O)CCCCC(=O)NNC(=O)COc2cccc(C)c2)c1
  A: 19%; B: 1%; C: 1%; D: 4%; E: i; F: 4; G: 0%; H: 14%; I: 0%

> Cc1ccccc1-c1nc(CS(=O)CC(=O)NCc2ccccn2)c(C)o1 (configuration not stated)
  A: 0%; B: 13%; C: -1%; D: 6%; E: i; F: 32; G: -1%; H: -9%; I: 3%

> C/C(N)=C(/C#N)C(=O)COC(=O)c1cc2c(s1)CCC(C)C2 (configuration not stated)
  A: -20%; B: -4%; C: -5%; D: 51%[activator]; E: i; F: 3; G: -1%; H: -11%; I: -17%
